Source: PubChem
mIAP block – mouse IAP inhibition. purified mouse IAP, CDP-Star luminescence, 30 min. inhibition, % at 10 µM. 0.2% of 330,000 active. AID 2806;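 active = inhibition of at least 40% at 10 µM in the primary screen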;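 note: plate controls were DMSO with enzyme for no effect and no enzyme wells for full effect; values of inactives mirror those of a sister screen read the other way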
hIAP inh – blocks human intestinal alkaline phosphatase | inhibition, % at 10 µM | purified IAP, CDP-Star luminescence, 30 min | 0.12% of 330,000 active;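 active = inhibition reaching a set limit with compound at 10 µM in the primary screen, cut at about 35% in these data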;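 note: plate controls were DMSO wells with enzyme for no effect and no-enzyme buffer wells for full effect; values of inactives mirror those of a sister screen read the other way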
TIM10 inh – TIM10 yeast growth inhibition | S. cerevisiae TIM10 strain growth, BacTiter-Glo luminescence, 24 h | inhibition, % at 10 µM | 1.4% of 330,000 active | AID 463195;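 active = inhibition of 40% or more at the single tested concentration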;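 note: wild-type TIM10 isogenic control strain grown at permissive 25 °C; 0% = DMSO yeast wells and 100% = minimal medium wells without yeast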
tim10-1 inh – growth inhibitors of tim10-1 mutant yeast | S. cerevisiae tim10-1 ts strain growth, BacTiter-Glo, 24 h | inhibition, % at 20 µM | 2.2% of 330,000 active;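 active = inhibition of at least 40%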;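 note: mutant grown at 25 °C; 0% = DMSO wells with yeast and 100% = wells holding no yeast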
hIAP act – increases human intestinal alkaline phosphatase activity; purified human IAP, CDP-Star luminescence, 30 min; active compounds read high; 1 = vehicle-only enzyme, 0 = enzyme-free background; AID 2524; P09923; 0.16% of 330,000 active; activation factor at 10 µM;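 active = activation factor of the enzyme at least 2-fold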; note: the source names both 10 and 20 µM as test concentration; values of inactives mirror those of a sister screen read the other way
mIAP activ – mouse IAP activation. muIAP, CDP-Star luminescence, 30 min; active compounds read high; 1 = vehicle-only enzyme signal, 0 = enzyme-free wells. activation factor at 10 µM. 0.24% of 330,000 active. AID 2805;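 active = activation factor of at least 2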; note: the source names both 10 and 20 µM as test concentration; values of inactives mirror those of a sister screen read the other way
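also added = chemiluminescent substrate CDP-Star | test system = mouse IAP enzyme | signal = chemiluminescence readout | compound = DMSO-dissolved test compounds | incubation = 30 min at room temperature | benchmarks = DMSO wells, no-enzyme wells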
Apaf1 inhib – inhibitors of human Apaf-1 apoptosome; O14727; inhibition, % at 20 µM; 0.71% of 330,000 active; reconstituted apoptosome caspase-3 activity, DEVD-Rh110 fluorescence; active = inhibition of at least 40% at 20 µM;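 note: plate controls were DMSO wells for no effect and DEVD-CHO caspase inhibitor wells for full effect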
Target sequence (O14727 whole entry, looked up): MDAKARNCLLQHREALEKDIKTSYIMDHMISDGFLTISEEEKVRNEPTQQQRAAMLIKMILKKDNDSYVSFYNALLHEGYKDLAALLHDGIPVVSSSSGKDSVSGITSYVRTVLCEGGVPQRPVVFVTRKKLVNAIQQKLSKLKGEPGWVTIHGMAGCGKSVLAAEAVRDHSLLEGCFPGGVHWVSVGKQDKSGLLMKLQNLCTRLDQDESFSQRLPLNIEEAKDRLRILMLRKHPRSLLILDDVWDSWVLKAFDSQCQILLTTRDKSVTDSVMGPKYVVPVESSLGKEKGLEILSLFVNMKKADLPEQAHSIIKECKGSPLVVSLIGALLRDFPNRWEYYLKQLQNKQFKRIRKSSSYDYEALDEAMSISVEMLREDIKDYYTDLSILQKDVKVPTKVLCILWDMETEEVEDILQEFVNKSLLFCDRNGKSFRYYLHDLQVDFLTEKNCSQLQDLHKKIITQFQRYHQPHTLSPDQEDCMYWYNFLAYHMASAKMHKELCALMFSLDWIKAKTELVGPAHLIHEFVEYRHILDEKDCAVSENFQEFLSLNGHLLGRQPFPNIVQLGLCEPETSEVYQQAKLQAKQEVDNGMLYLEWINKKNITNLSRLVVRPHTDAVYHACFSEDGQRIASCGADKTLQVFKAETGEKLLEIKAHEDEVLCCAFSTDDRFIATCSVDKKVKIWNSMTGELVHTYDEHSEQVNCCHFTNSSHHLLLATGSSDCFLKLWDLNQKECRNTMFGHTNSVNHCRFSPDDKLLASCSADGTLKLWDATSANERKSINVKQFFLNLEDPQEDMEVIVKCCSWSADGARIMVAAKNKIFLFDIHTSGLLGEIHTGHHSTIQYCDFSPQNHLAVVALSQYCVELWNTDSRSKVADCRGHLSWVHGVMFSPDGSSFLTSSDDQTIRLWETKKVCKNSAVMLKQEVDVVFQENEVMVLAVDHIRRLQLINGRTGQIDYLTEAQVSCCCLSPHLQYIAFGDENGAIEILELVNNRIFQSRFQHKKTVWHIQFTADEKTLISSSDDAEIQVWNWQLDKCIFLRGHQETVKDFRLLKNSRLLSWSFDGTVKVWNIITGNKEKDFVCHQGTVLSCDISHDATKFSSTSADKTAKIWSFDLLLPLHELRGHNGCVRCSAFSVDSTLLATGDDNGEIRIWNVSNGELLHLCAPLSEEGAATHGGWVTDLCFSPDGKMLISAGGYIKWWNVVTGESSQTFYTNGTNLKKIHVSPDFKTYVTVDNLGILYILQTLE
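System – cell-free apoptosome with Apaf-1, procaspase-3 and caspase-9 · Buffer or medium – pH 7.5 Hepes buffer with CHAPS, BSA, DTT · Also added – cytochrome c with DEVD-Rh110 · Times – 30 min compound preincubation, 50 min activation, room temperature · Technique – Rh110 fluorescence intensity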
NALP3 yeast inh – blocks the NALP3 inflammasome reconstituted in yeast; 0.39% of 330,000 active; AID 2825; Yeast reconstituted NLRP3/ASC/caspase-1, beta-gal luminescence, 24 h; inhibition, % at 10 µM;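 active = inhibition of 50% or more; inactive = inhibition below 50%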;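 note: plate controls were induced DMSO wells for no effect and uninduced yeast grown without galactose for full effect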
ATG4B inh – blocks human ATG4B protease cleavage of LC3 substrate. Q9Y4P1. ATG4B cleavage of LC3-PLA2, NBD-HPC fluorescence, 1 h. inhibition, % at 8.33 µM. 0.51% of 340,000 active; in the data active = inhibition above about 40%
Active calls of the source: *; nt = no result given.

SMILES	mIAP block	hIAP inh	TIM10 inh	tim10-1 inh	hIAP act	mIAP activ	Apaf1 inhib	NALP3 yeast inh	ATG4B inh
O=C(N1CCCC1)C12CC3CC(CC(C3)C1)C2	-4.2	4.0	-19.4	10.5	0.96	1.04	2.5	24.2	-0.5
CCOC(=O)c1oc2ccccc2c1CN1CC(C)OC(C)C1 (centres undefined)	-6.0	5.2	4.2	7.3	0.948	1.06	1.4	9.7	-6.5
O=C(Nc1cccc(F)c1)NC1CCCCC1	-19.1	11.0	25.1	31.7	0.89	1.19	-12.5	13.0	16.0
COCCNCCCOc1ccc(Br)cc1Cl	-9.3	7.2	-5.3	6.9	0.928	1.09	8.3	13.7	3.1
O=C(CCc1nc2ccccc2[nH]1)NC1CCCCC1	-6.2	-0.3	-11.2	-0.6	1	1.06	2.4	2.0	8.2
O=C(/C=C/c1ccc[nH]1)c1ccccc1	10.6	17.9	18.0	13.4	0.821	0.894	12.0	8.7	2.6
O=S(=O)(c1ccc(Cl)cc1)N1CCN(C2CCCCCC2)CC1	-7.7	-61.7	0.0	10.8	1.62	1.08	23.4	23.8	-6.1
Cc1ccc(C(=O)NCCc2sc(C)nc2C)cc1	4.7	7.7	-6.6	23.2	0.923	0.953	0.6	0.5	-2.9
CCOc1ccc(NC(=O)c2ccc(NC(=O)C3CCCO3)cc2)cc1 (centres undefined)	-5.3	-4.8	-11.1	6.4	1.05	1.05	-4.3	4.4	1.9
CC(=O)Nc1nc2cc([N+](=O)[O-])ccc2s1	5.5	-10.0	1.0	7.7	1.1	0.945	-9.5	-2.1	-5.1
COCCN(C(=O)COC(=O)c1oc2ccc(OC)cc2c1C)c1c(N)n(Cc2ccccc2)c(=O)[nH]c1=O	7.4	-25.1	17.5	14.5	1.25	0.926	6.4	-1.4	-9.8
COc1ccc(OCC(O)CN2CCNCC2)cc1 (centres undefined)	-1.0	-10.5	2.5	-6.8	1.1	1.01	-1.4	1.3	-3.4
COc1cc(C2C(C#N)=C(N)OC3=C2C(=O)CC(C)(C)C3)cc2c1OCO2 (centres undefined)	-3.6	-10.2	-10.3	15.7	1.1	1.04	15.4	-5.2	4.0
CS(=O)(=O)N(CC(=O)Nc1ccccc1-c1ccccc1)c1cccc(F)c1	-4.6	-0.8	-10.9	-14.1	1.01	1.05	7.2	16.6	18.8
CCC(C(=O)OCC(=O)Nc1ccc(C(N)=O)cc1)c1ccccc1 (centres undefined)	0.4	10.5	12.9	13.7	0.895	0.996	-12.2	17.7	-9.1
CC(NC(=O)c1ccc(Cl)cc1)C1CC2CCC1C2 (centres undefined)	-9.0	24.7	-24.2	-4.0	0.753	1.09	-3.9	32.5	-1.2
O=C(NCCc1ccccc1)C(=O)NCC1OCCN1S(=O)(=O)c1ccc([N+](=O)[O-])cc1 (centres undefined)	5.1	-1.2	8.0	11.9	1.01	0.949	-2.6	2.1	-4.6
COC(=O)c1ccc(NC(=O)c2cccc(N3C(=O)C4C5C=CC(C6CC56)C4C3=O)c2)cc1 (centres undefined)	12.5	-1.3	6.2	5.2	1.01	0.875	18.0	3.9	-3.2
Cc1ccc(NC(=O)COC(=O)c2ccc3c(c2)C(=O)N(CCc2ccccc2)C3=O)c(C)c1	9.1	7.5	41.3*	0.9	0.925	0.909	-17.3	-1.9	5.1
C[C@]12C=CC(=O)C=C1CC[C@@H]1[C@@H]2C(=O)C[C@@]2(C)[C@H]1CC[C@]2(O)C(=O)COC(=O)CCC(=O)O	1.3	-11.9	9.5	-3.6	1.12	0.987	-0.8	11.0	5.7
NS(=O)(=O)c1ccc(NC(=O)c2ccc3c(c2)CCCC3)cc1	6.2	-15.7	4.9	14.1	1.16	0.938	-6.1	18.5	-9.9
COCCCNC(=O)CC1C[C@H](C(=O)N2CCOCC2)[C@@]2(C)c3[nH]c4ccc(OC)cc4c3CCN2C1=O (some centres undefined)	-12.9	nt	-1.2	10.7	nt	1.13	6.4	nt	nt
O=C(CN1C(=O)NC(Cc2c[nH]c3ccccc23)C1=O)NCC(F)(F)F (centres undefined)	1.1	-24.2	-5.0	-3.7	1.24	0.989	1.6	25.0	-0.1
COc1cccc(C(=O)COC(=O)c2ccc(NC(C)=O)cc2)c1	-10.6	-3.9	15.9	1.1	1.04	1.11	-0.7	-8.3	5.9
Cc1cc(C)c(NC(=O)CN(C)C(=O)CCC(=O)c2ccc(C)s2)c(C)c1	3.9	13.3	2.7	4.7	0.867	0.961	4.0	8.2	1.5

Further entries.
SMILES	mIAP block	hIAP inh	TIM10 inh	tim10-1 inh	hIAP act	mIAP activ	Apaf1 inhib	NALP3 yeast inh	ATG4B inh
COc1ccc(C)cc1NC(=O)CN(c1ccc(C)cc1)S(C)(=O)=O	2.0	-9.2	10.2	4.5	1.09	0.98	-5.2	-0.3	-5.7
Cc1nn(CC(=O)NC(C)C)c(C)c1[N+](=O)[O-]	2.9	-4.9	-3.4	3.1	1.05	0.971	-6.9	-1.3	20.4
COc1ccc(N2CC(C(=O)N/N=C/c3ccccc3)CC2=O)cc1 (centres undefined)	-0.5	-10.6	2.8	9.6	1.11	1	-9.4	13.7	-5.7
Cc1cc(C)c(C2=Nn3c(C)nnc3SC2C)cc1C (centres undefined)	0.5	22.8	1.7	20.1	0.772	0.995	15.5	-9.2	-9.2
CS(=O)(=O)N(CC(=O)N1CCc2ccccc2C1)c1cccc(Br)c1	-2.3	11.1	21.3	21.4	0.889	1.02	-257.5	11.6	-7.1
COc1ccc(NC(=O)c2csc(Cc3ccc(Cl)cc3)n2)cc1	-2.0	1.8	20.1	7.4	0.982	1.02	13.4	28.9	-1.6
Cc1cccc(NC(=O)CN2NS(=O)(=O)c3ccccc3C2=O)c1	7.9	-0.4	1.7	2.8	1	0.921	-3.0	6.4	-1.5
CCOc1ccc(CCNC(=O)Cn2ncn3nc(-c4ccc(OC)cc4)cc3c2=O)cc1OCC	-0.4	6.8	-1.3	16.2	0.932	1	3.0	-14.9	3.5
CCOc1ccc(N2C(=O)CC(Sc3nc(O)c(CC)c(=O)[nH]3)C2=O)cc1 (centres undefined)	-8.6	0.1	-10.9	-6.0	0.999	1.09	-2.4	9.1	-3.5
COc1ccc(NC(=O)C2CC(=O)N(c3cc(C)ccc3C)C2)cc1 (centres undefined)	10.1	-1.2	1.1	14.1	1.01	0.899	-4.5	12.6	-10.7
COc1cc(OC)c(-c2noc(C(=O)OC(C)(C)C)c2C(=O)OC(C)(C)C)c(OC)c1	-1.3	-1.0	-0.7	33.0	1.01	1.01	17.9	3.5	1.5
O=C(NCc1ccco1)C1CCCCN1S(=O)(=O)c1ccc(F)cc1 (centres undefined)	-0.8	-18.2	0.7	14.6	1.18	1.01	11.1	17.1	-0.2
COc1ccc2[nH]c3c(c2c1)CCN1C(=O)C(CC(=O)NCCc2ccccn2)C[C@H](C(=O)N2CCOCC2)[C@@]31CCC1CCCC1 (some centres undefined)	-9.1	nt	0.5	3.3	nt	1.09	14.0	nt	nt
CCn1ncc(Br)c1C(=O)Nc1sc2c(c1C(N)=O)CCC2	-1.6	-5.1	8.8	6.3	1.05	1.02	-5.4	22.1	-7.5
Cc1cc(C)n(CCC(=O)N=Nc2c(O)[nH]c3ccc(Br)cc23)n1	10.0	-30.9	13.0	5.6	1.31	0.9	-19.2	-2.8	-9.6
CN1CCc2c(sc3nc(SCC(=O)N4CCOCC4)nc(N)c23)C1	-2.6	0.9	3.8	3.9	0.991	1.03	3.2	2.8	15.2
O=C1N/C(=N\N=C\c2ccc3ncccc3c2)SC1Cc1ccc(SC(F)F)cc1 (centres undefined)	5.5	13.8	1.4	2.9	0.862	0.945	-3.5	-3.8	-8.8
COc1ccc(C(CNC(=O)c2cc(S(=O)(=O)N3CCN(c4ccccc4)CC3)ccc2Cl)N(C)C)cc1 (centres undefined)	-4.6	8.6	9.0	9.5	0.914	1.05	35.5	8.5	-2.8
Cc1ccnc(NC(=O)c2ccc(Cl)c(NC(=O)C(C)Oc3ccccc3)c2)c1 (centres undefined)	5.1	0.7	36.6	23.6	0.993	0.949	21.8	12.6	-2.8
Cc1ccc2nc(C)cc(OCC(=O)O)c2c1	13.7	8.9	2.4	1.0	0.911	0.863	0.2	8.8	-12.8
CC(C)CC(NC(=O)c1ccc(C#CC(C)(C)O)s1)C(=O)O (centres undefined)	4.1	9.9	6.8	6.4	0.901	0.959	-11.3	9.5	-6.7
CC1CCN(S(=O)(=O)c2cccc(C(=O)NCc3ccco3)c2)CC1	6.0	-2.5	28.2	23.7	1.02	0.94	-4.6	1.4	5.2
COc1ccc(C2=CC(=O)CC(c3ccccc3)C2)cc1 (centres undefined)	4.5	-8.6	23.8	23.3	1.09	0.955	0.3	1.3	-7.0
Cc1nc2cc(NC(=O)c3ccc([N+](=O)[O-])s3)ccc2s1	10.0	14.6	34.4	19.8	0.854	0.9	-13.7	60.6*	-1.8
O=S(=O)(NCC1CCCO1)c1ccc(Br)s1 (centres undefined)	2.9	8.7	10.7	6.7	0.913	0.971	-5.3	20.3	-8.7

(next part)
SMILES	mIAP block	hIAP inh	TIM10 inh	tim10-1 inh	hIAP act	mIAP activ	Apaf1 inhib	NALP3 yeast inh	ATG4B inh
Cc1cc(SCC(=O)c2ccccc2)n2nc(C)nc2n1	11.2	-14.2	8.7	29.4	1.14	0.888	-2.5	3.7	10.9
COc1ccccc1-n1c(-c2cn(C)nc2C)n[nH]c1=S	3.5	-3.6	-8.2	11.2	1.04	0.965	-2.9	-1.7	3.4
NS(=O)(=O)c1ccc(CCNC(=O)CN2CCN(c3ccc(F)cc3)CC2)cc1	2.4	-10.4	-9.9	-12.9	1.1	0.976	-0.5	-6.6	8.3
O=C(Cc1ccccc1)Nc1cc(Cl)ccc1Sc1ccccc1	-11.4	3.0	-6.7	4.1	0.97	1.11	14.8	13.0	2.2
COCC(=O)N1CCC(Oc2ccc(C(=O)N3C[C@H]4CC[C@H]3C4)cc2)CC1	4.3	-10.6	10.7	-8.2	1.11	0.957	-0.9	18.1	-0.7
CC(NS(=O)(=O)/C=C/c1ccccc1)C(=O)O (centres undefined)	1.0	1.5	9.7	-3.2	0.985	0.99	-27.2	12.5	-10.9

Of the compounds above, these contain fluorine.
SMILES	mIAP block	hIAP inh	TIM10 inh	tim10-1 inh	hIAP act	mIAP activ	Apaf1 inhib	NALP3 yeast inh	ATG4B inh
O=C(Nc1cccc(F)c1)NC1CCCCC1	-19.1	11.0	25.1	31.7	0.89	1.19	-12.5	13.0	16.0
CS(=O)(=O)N(CC(=O)Nc1ccccc1-c1ccccc1)c1cccc(F)c1	-4.6	-0.8	-10.9	-14.1	1.01	1.05	7.2	16.6	18.8
O=C(CN1C(=O)NC(Cc2c[nH]c3ccccc23)C1=O)NCC(F)(F)F (centres undefined)	1.1	-24.2	-5.0	-3.7	1.24	0.989	1.6	25.0	-0.1
O=C(NCc1ccco1)C1CCCCN1S(=O)(=O)c1ccc(F)cc1 (centres undefined)	-0.8	-18.2	0.7	14.6	1.18	1.01	11.1	17.1	-0.2
O=C1N/C(=N\N=C\c2ccc3ncccc3c2)SC1Cc1ccc(SC(F)F)cc1 (centres undefined)	5.5	13.8	1.4	2.9	0.862	0.945	-3.5	-3.8	-8.8
NS(=O)(=O)c1ccc(CCNC(=O)CN2CCN(c3ccc(F)cc3)CC2)cc1	2.4	-10.4	-9.9	-12.9	1.1	0.976	-0.5	-6.6	8.3
